KDM4E inh: inhibitors of human JMJD2E histone demethylase. AID 2147. Potency, µM (doses to about 57.1 µM), inactives show at the top dose activity change, negative = inhibition, hits mostly inhibitors. JMJD2E catalytic domain, FDH-coupled NADH fluorescence (FDH is formaldehyde dehydrogenase). 230,000 compounds, 1.6% hits. B2RXH2; active = well fitted inhibition curve with a large enough effect, not every such curve was filed as active; inconclusive = small, poorly fitted or top-dose-only effect, or another doubt; inactive = no such curve, though single readings can be large or run the other way;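 also: 0% = wells with enzyme and -100% = buffer wells without enzyme; nearly all actives have a fitted effect of over 50% in size; many of its hits are not listed in these tables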
Target sequence (B2RXH2 1-337 limits assumed): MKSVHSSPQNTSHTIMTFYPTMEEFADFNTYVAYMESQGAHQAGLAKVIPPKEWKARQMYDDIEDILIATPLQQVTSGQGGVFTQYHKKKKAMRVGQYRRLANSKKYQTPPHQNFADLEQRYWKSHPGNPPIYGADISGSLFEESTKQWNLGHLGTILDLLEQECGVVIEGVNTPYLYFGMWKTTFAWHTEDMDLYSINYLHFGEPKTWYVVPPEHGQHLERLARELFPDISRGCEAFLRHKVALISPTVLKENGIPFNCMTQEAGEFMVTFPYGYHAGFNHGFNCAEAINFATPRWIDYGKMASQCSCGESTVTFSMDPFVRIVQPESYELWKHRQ
ALDH1A1 inh: blocks purified human ALDH1A1 activity | AID 1030 | 220,000 compounds, 7.3% hits | Purified ALDH1A1, NADH fluorescence, propionaldehyde substrate | P00352 | Potency, µM (titrated, usually from 75.3 µM), for the others: at the top dose activity, negative = inhibition, actives largely listed as inhibitors; active = well fitted inhibition curve with a large enough effect, not every such curve was filed as active; inconclusive = small, poorly fitted or top-dose-only effect, or another doubt; inactive = no such curve, though single readings can be large or run the other way;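 also: plate controls were no enzyme wells and a reference inhibitor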
Target sequence (P00352 whole entry, looked up): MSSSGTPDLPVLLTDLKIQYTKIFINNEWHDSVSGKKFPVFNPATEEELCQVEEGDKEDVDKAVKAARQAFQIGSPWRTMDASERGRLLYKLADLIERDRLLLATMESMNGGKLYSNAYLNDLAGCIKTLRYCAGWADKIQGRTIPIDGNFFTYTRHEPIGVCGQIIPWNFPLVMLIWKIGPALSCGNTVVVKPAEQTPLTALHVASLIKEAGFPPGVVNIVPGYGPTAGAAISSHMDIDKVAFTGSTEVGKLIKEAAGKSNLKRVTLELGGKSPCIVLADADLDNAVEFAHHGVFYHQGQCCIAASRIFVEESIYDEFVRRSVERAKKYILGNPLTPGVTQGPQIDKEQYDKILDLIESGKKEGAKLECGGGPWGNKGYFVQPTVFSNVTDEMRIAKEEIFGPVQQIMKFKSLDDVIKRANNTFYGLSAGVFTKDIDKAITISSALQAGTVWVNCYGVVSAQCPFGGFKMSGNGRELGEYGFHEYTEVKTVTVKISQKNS
L3MBTL1 block: L3MBTL1 (human) inhibition; AlphaScreen L3MBTL1–H3K9me1 peptide binding; 230,000 compounds, 0.66% hits; Potency, µM (series often up to 57.1 µM), inactives show at the highest dose activity, negative = inhibition, usual class: inhibitors; Q9Y468; also: % is scaled to controls: 0 for no effect and ±100 for the full control effect; nearly all actives have a fitted effect of over 60% in size
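First, the protein-peptide complex forms for 30 min at room temperature (L3MBTL1 50 nM, biotinylated H3K9me1 peptide 75 nM). Next, compounds are pin-transferred and incubated 30 min. Finally, AlphaScreen beads are added and read after 30 min.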
LMNA splice mod: changes lamin A minigene splicing in HeLa cells | 200,000 compounds, 0.01% hits | AID 1487 | Potency, µM (titrated, usually from 46.1 µM), inactives show at the top dose ratio change, negative = inhibition, usual class: inhibitors | HeLa LMNA splicing GFP/RFP minigene ratio, 48 h; active = well fitted inhibition curve with a large enough effect in the signal ratio, with a control signal flat, not every such curve was filed as active; inconclusive = small, poorly fitted or top-dose-only effect, or effect the other way, or a change in a side signal; the % refers to the signal ratio; also: % is scaled to controls: 0 for no effect and ±100 for the full control effect
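S3 HeLa cells stably expressing lamin A-EGFP splicing minigene plus DsRed2, 600 cells/well, 48 h compound exposure at 37C. Laser-scanning cytometry; analysed as GFP (500-530 nm)/RFP (575-640 nm) total intensity ratio; 0.5% DMSO vehicle.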
Tau fibril ThT: blocks human tau fibril formation measured by thioflavin T. 270,000 compounds, 2.1% hits. recombinant tau K18 P301L, heparin-induced fibrillization, ThT fluorescence. P10636. Potency, µM (titrated, usually from 57.4 µM), for the others: top-dose activity, negative = inhibition, most hits filed as inhibitors. AID 1460; also: % is scaled to controls: 0 for no effect and ±100 for the full control effect; nearly all actives have a fitted effect of over 55% in size
Target sequence (P10636 561-689 P618L limits assumed): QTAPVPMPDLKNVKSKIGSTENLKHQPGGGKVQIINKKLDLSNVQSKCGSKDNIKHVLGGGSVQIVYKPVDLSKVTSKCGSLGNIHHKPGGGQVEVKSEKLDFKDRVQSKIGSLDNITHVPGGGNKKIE
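Using a mix of unlabeled (15 uM) and Alexa 594-labeled (0.24 uM) tau K18 P301L, heparin-triggered fibrillization over 6 hr at 37 C was scored by ThT fluorescence.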
SMN2 splice enh: SMN2 splice variant enhancement; Potency, µM (highest dose often 46.1 µM), without a hit: at the top dose activity change, positive = activation, usual class: activators; HEK293 SMN2-luciferase splicing reporter, luminescence, 30-36 h; 210,000 compounds, 2.8% hits; AID 1458; also: % of control where 0% means no effect; nearly all actives have a fitted effect of over 55% in size
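HEK293 cells carry an SMN2 […]–luciferase reporter in which exon 7 inclusion puts luciferase in frame. Cells were plated 10-12 h before compound addition, then incubated 30-36 h at 37C. ONE-Glo luminescence was read; sodium butyrate at 4.5 mM final served as control.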
Luc counter: Kinase-Glo luciferase inhibition (counter-screen); Potency, µM (top dose mostly 38.3 µM), without a hit: at the highest dose activity change, negative = inhibition, actives largely listed as inhibitors; Q27757; Kinase-Glo luciferase, ATP luminescence, 8 min; 200,000 compounds, 0.28% hits; also: % is scaled to controls: 0 for no effect and ±100 for the full control effect; nearly all actives have a fitted effect of over 60% in size
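Luminescence was the read-out, taken after 8-minute incubation at ambient temperature. Luciferase turned over luciferin with 10 uM ATP in imidazole pH 7.2 buffer containing KCl, MgCl2, Tween 20 and BSA.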
RECQ1 helicase: inhibitors of human RECQ1 DNA helicase. P46063. Potency, µM (highest dose often 57.3 µM), inactives show at the highest dose activity, negative = inhibition, most hits filed as inhibitors. 240,000 compounds, 0.54% hits. RECQ1 DNA unwinding, red fluorescence kinetic read;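 also: plate controls were vehicle for no effect and no enzyme for full effect; nearly all actives have a fitted effect of over 30% in size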
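50 nM RECQ1T1 preincubated 15 min with compound in Tris pH 8.0 buffer with MgCl2, DTT, Tween-20 and 2.5 ug/ml poly(dI-dC); started with 200 nM TAMRA/BHQ-2 forked duplex and 2 mM ATP. Unwinding read as fluorescence (525/598 nm), two reads 2 h apart.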
Numbers without * were called inactive; i = inactive; ? = inconclusive; · = not tested or not shown; & = joins results of further samples; [ ] = remark or other dose. Unless noted, calls follow the shape of the dose curve; as a rule, active = well fitted curve in the direction sought with a large enough effect; inconclusive = small, poorly fitted or top-dose-only effect, or another doubt; inactive = no such curve, though single readings can be large; an effect the other way counts as inactive or inconclusive. Potency is read from the fitted curve at half-maximal effect.

SMILES	KDM4E inh	ALDH1A1 inh	L3MBTL1 block	LMNA splice mod	Tau fibril ThT	SMN2 splice enh	Luc counter	RECQ1 helicase
CCOC(=O)c1cccc(NC(=S)N2CCN(c3ncc4c(=O)c(C(=O)O)cn(CC)c4n3)CC2)c1	3%	-12%	0%	·	-9%	17%	3%	1%
COc1ccc(NC(=O)C(c2ccc(C)cc2)N(C)C(=O)Cc2cccs2)cc1 (stereo not given)	0%	?	-2%	-17%	-12%&-6%	16%&0%	-1%	-12%
Cc1cc(-c2csc(NC(=O)c3cc4ccccc4o3)n2)c(C)n1C	?	?	?	2%	?	2%	-2%	-7%
O=C1CCCCC1C(Nc1ccc(Br)cc1)c1ccccc1 (stereo not given)	-15%	-4%	·	?	-10%	1%	2%	-19%
O=C1CC(c2ccc(F)cc2)C(n2cncn2)C(O)=C1C1NCCc2ccccc21 (stereo not given)	-23%	8%	3%	·	-2%	15%	1%	-6%
O=C(c1ccccc1-c1nc(-c2ccc(Cl)cc2)no1)N1CCCC1	3%	13%	6%	?	-10%	-15%	2%	i
Cc1ccc(NC(=O)c2cccc3c2C(=O)N(C2CCCCC2)C3)cc1	?	?	-2%	2%	-28%	·	·	-5%
Nc1ccc(Nc2ccccc2N)cc1	?	-17%	-2%	1%	16µM*	?	-11%	0%
COc1ccnc(Oc2ccc(C)cc2C)c1C#N	4%	7%	6%	0%	-9%	-11%	-2%	-6%
O=C(Nc1nc(-c2nc3ccccc3s2)cs1)C1COc2ccccc2O1 (stereo not given)	?	?	79%[activator]	?	-2%	25µM*	-4%	4%
Cc1ccnc(Sc2ccc([N+](=O)[O-])cn2)n1	0%	?	2%	·	5%	·	-5%	i
OC[C@H](S)CS	·	0.1µM*	·	?	·	-2%[9.22 µM]	-6%[7.66 µM]	·
CC1CCN(c2ccc([N+](=O)[O-])c(SCCO)c2)CC1	-28%	·	9%	·	?	·	·	i
O=P(CCN1CCCCC1)(c1ccccc1)c1ccccc1	8%	4%	·	-2%	-6%	-10%	7%	-3%
COc1ccc(OC)c(NC(=O)Cn2c(-c3ccc(Cl)cc3)noc2=O)c1	-5%	0%	4%	-4%	-4%	·	·	-9%
N#Cc1ccc(Oc2ccc(/C=N/O)cn2)cc1	4%	1%	-1%	-4%	-11%	-30%	-1%	-1%
Oc1ccccc1OCc1nc2ccccc2s1	2%	-12%	·	3%	?	32µM*	-15%	-15%
Cc1nc(C(=O)Nc2ccc(F)cc2)nn1-c1ccc([N+](=O)[O-])cc1	2%	0%	3%	-4%	-25%	6%	2%	1%
C=CCN1C(=O)/C(=C/c2ccc(OC)cc2)S/C1=N/c1nccs1	4%	?	-3%	-13%	-3%	-7%	1%	-7%
CCOC(=O)/C(=N/Nc1ccccc1)Sc1nnc(CCc2ccccc2)n1-c1ccccc1	-1%	0%	-14%	-5%	3%	22%	-3%	-14%
C#CCSc1nnc(-c2ccc(OC)cc2)o1	4%	?	·	0%	-10%	?	1%	-1%
CCn1c(Cc2ccccc2)nnc1SCC(=O)N1CCCCC1	1%	?	1%	7%	-5%	-22%	-3%	-1%
Cc1nnc(SCC(=O)NN2C(=O)NC3(CCCCC3)C2=O)s1	6%	11%	-7%	-12%	-4%	·	·	-3%
Cc1ccc2c(c1)NC(=O)c1cccc([N+](=O)[O-])c1CO2	3%	10%	-9%	·	-2%	9%	2%	6%
CN1C=CC=C/C1=C1\SC(=S)N(C2CCCCC2)C1=O	-4%	14µM*	-30%	2%	?	-17%	-1%	5%
(next part)
SMILES	KDM4E inh	ALDH1A1 inh	L3MBTL1 block	LMNA splice mod	Tau fibril ThT	SMN2 splice enh	Luc counter	RECQ1 helicase
O=C(NC1CC1)C1CCN(C2CCN(C(=O)/C=C/c3cccc(F)c3F)CC2)CC1	4%	5%	0%	8%[46 µM]	-5%	·	-4%	i
Cc1cc(C)nc(NS(=O)(=O)c2ccc(NC(=O)Cn3c(=O)oc4ccccc43)cc2)n1	-4%	-10%	·	-7%	-12%	-5%	2%	-3%
COCCNC(=O)C(c1ccc(Cl)cc1)N(C(=O)Cn1nnc2ccccc21)c1cccnc1 (stereo not given)	7%	7%	-3%	?	0%	-20%	4%	i
Cc1cc2nc(-c3ccc(SCC(=O)NC(C)C)nc3)[nH]c2cc1C	?	?	-28%	-4%[9.22 µM]	?	?	?	4%
CCNC(=S)NN=C1CCC(C(C)(C)C)CC1 (stereo not given)	-21%	?	·	8%	-11%	-12%	2%	1%
COc1ccc(CNC(=O)CSc2nnnn2-c2ccc(O)cc2)cc1	-2%	8%	-3%	8%	-3%	-4%	-1%	i
Cc1ccc(CNC(=O)c2ccccc2CCc2ccccc2)cc1	8%	?	-8%	0%	-16%	-21%	5%	-3%
CC1=CC(=C2N=C(c3ccccc3)OC2=O)C=C(C)O1	-9%	-1%	-4%	3%	?	12%	-3%	i
Cc1ccc(NC(=O)C2OCCc3ccccc32)cc1 (stereo not given)	0%	-1%	26%	·	-1%	·	-1%	i
S=C(NNc1cccc(Cl)c1)NC1CCCCC1	3%	25µM*	-19%	?	25µM*	15%	-1%	-3%
O=C(O)CCCC(=O)Nc1ccccc1-n1ccnc1	-3%	-6%	·	3%	-6%	24%	1%	16%
Cc1cc(OCc2nn[nH]n2)c2c(C)c(CC(=O)O)c(=O)oc2c1	?	?	3%	1%	8%	-11%	5%	-10%
CN1CCN(C(=O)C2=C[C@@H](c3ccccc3)C[C@@H](OCc3ccc(CO)cc3)O2)CC1	-25%	13µM*	5%	·	-16%	·	·	-2%
COc1ccc(CCn2c(-c3ccc(F)cc3)nc3c(c(=O)c4ccccc4n3C)c2=O)cc1OC	4%	11%	8%	·	-15%	·	·	-3%
CSc1nc2ccc(NC(=O)c3ccc(Cl)s3)cc2s1	?	?	4%	·	3%	·	·	-11%
Cc1cc(=O)n(CCc2ccccc2)c(O)c1C#N	11µM*	-18%	-28%	-11%	?	1%	-1%	-10%
CCOC(=O)c1ccc(-n2ccnc2)c(NC(=O)c2ccc(Cl)cc2)c1	-3%	-12%	-4%	-1%	-1%	11%	0%	-2%
Cc1ccc2cc(CCNC(=O)c3ccc4c(c3)OCO4)c(=O)[nH]c2c1	-15%	-3%	-5%	-13%	?	-33%[inhibitor]	-2%	0%
Cc1cc(C)c2oc(C(=O)N(Cc3ccccc3)c3ccccn3)cc(=O)c2c1	-15%	-7%	3%	·	?	·	·	i
Cc1ccnc(NC(=O)c2ccc(N3C(=O)CCC3=O)cc2)c1	11%	-9%	1%	7%	2%	8%	-22%	-8%
Cc1cc2n(c(=O)c1C#N)CCCN2c1cccc(Cl)c1	?	?	-3%	2%	-7%	-7%	1%	-1%
Cn1c(SCC(=O)NCc2ccc(F)cc2)nc2c([nH]c3ccccc32)c1=O	-12%	-2%	0%	·	2%	16%	2%	i
COc1ccc(CNC(=O)Cn2cc3c(n2)CCCCC3)cc1	6%	1.1µM*	26%	-10%	-11%	-34%[inhibitor]	-4%	-2%
Cc1cc(Oc2ccc(-c3nnc(-c4ccccc4)o3)cc2[N+](=O)[O-])ccc1Cl	-2%	15%	-7%	1%	-4%	-9%[1.84 µM]	-1%	-4%
COC(=O)/C(=C\C=C\c1ccccc1)NC(=O)c1ccccc1	-3%	5%	16%	?	-7%	-7%	-3%	i

Gathered by group, those above containing a thiophene ring, fused or not.
SMILES	KDM4E inh	ALDH1A1 inh	L3MBTL1 block	LMNA splice mod	Tau fibril ThT	SMN2 splice enh	Luc counter	RECQ1 helicase
COc1ccc(NC(=O)C(c2ccc(C)cc2)N(C)C(=O)Cc2cccs2)cc1 (stereo not given)	0%	?	-2%	-17%	-12%&-6%	16%&0%	-1%	-12%
CSc1nc2ccc(NC(=O)c3ccc(Cl)s3)cc2s1	?	?	4%	·	3%	·	·	-11%

The list goes on:
SMILES	KDM4E inh	ALDH1A1 inh	L3MBTL1 block	LMNA splice mod	Tau fibril ThT	SMN2 splice enh	Luc counter	RECQ1 helicase
CC(=O)Nc1ccc(NCN2C(=O)C3C4CCC(C4)C3C2=O)cc1 (stereo not given)	6%	-6%	?	-8%	-12%	3%	-5%	-4%
O=C(NCc1ccc(F)cc1)c1cnn2ccccc12	?	?	·	3%	-6%	13µM*	-4%	-10%
CCOC(=O)N1CCN(CC(=O)Nc2cc(OC)c(OC)cc2C#N)CC1	1%	15%	-2%	·	-2%	-7%	0%	i
CC(C)(C)c1ccc(C(=O)N/N=C2\C3CN4CCN(C3)CC2(c2ccccc2)C4)cc1	23%	?	2%	-18%	-2%	-9%	-1%	-4%
COc1ccc2cc(CN(CC3COCCO3)S(=O)(=O)c3ccccc3)c(=O)[nH]c2c1 (stereo not given)	?	?	-2%	2%	2%	1%	0%	-8%
CN(C(=O)C12CC3CC(CC(C3)C1)C2)C1CCS(=O)(=O)C1 (stereo not given)	-1%	-8%	-2%	-2%	-6%	26%	-9%	0%
CCC1=C/C(=C\c2ccc3c(c2)OCO3)C(=O)S1	?	28µM*	?	13%	16µM*	-9%	-5%	-15%
Cc1oc(-c2cccc(Br)c2)[n+]([O-])c1C	-24%	?	·	·	-5%	-7%	-2%	-11%
COC(=O)c1nn(-c2ccccc2)c(Cl)c1/C=N/OCc1ccc(C)cc1	9%	2%	21%	4%[0.0737 µM]	-7%	-24%	0%	2%
CC1(C)Cc2ccccc2-c2nnc(SCc3ccc(C#N)cc3)n21	4%	8%	2%	16%	-11%	-40%[inhibitor]	-1%	i
CCN(CCCn1c(=S)[nH]c2ccc(N3CCOCC3)cc2c1=O)c1ccccc1	?	?	·	·	-7%	-61%[inhibitor]	-4%	-14%
Cc1ccc(CN2C(=O)CCC2C(=O)NCc2cccnc2)cc1 (stereo not given)	0%	2%	2%	6%	-2%	-5%	0%	-2%
COc1ccc(C(=O)CSc2nnc(CN3CCCCC3)n2-c2ccc(F)cc2)cc1OC	16%	4%	-2%	-8%	?	-21%	1%	8%

These rows are one share of the data. The share of hits here may be higher or lower than overall.
